Source: PubChem
EWS-Fli inh – EWS/Fli-driven NR0B1 reporter inhibitors, primary screen, A673 cells, NR0B1 luciferase, luminescence, MLPCN library; viability-normalised; inhibition, % at 12.6 µM; AID 651661, 2012; 350,000 tested, 0.67% active;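 active = mean inhibition of at least 50% after viability correction, with every replicate also passing that limit; inconclusive = mean reaches 50% but only one of two replicates passes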;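 also: firefly luciferase signal divided by Alamar Blue viability fluorescence both relative to DMSO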
SIRT5 block – SIRT5 desuccinylase inhibitors, primary screen, biochemical, fluorescence imaging, single point, set 5; inhibition, % at 15 µM; 330,000 tested, 1.1% active; Purified SirT5, succinyl-peptide AMC, trypsin-coupled fluorescence; AID 652115, 2013; NAD-dependent protein deacylase sirtuin-5, mitochondrial (Homo sapiens), Q9NXA8; in the data active = inhibition above about 15%; inconclusive = no clear call, values can overlap the other calls
Target sequence (Q9NXA8 whole entry, looked up): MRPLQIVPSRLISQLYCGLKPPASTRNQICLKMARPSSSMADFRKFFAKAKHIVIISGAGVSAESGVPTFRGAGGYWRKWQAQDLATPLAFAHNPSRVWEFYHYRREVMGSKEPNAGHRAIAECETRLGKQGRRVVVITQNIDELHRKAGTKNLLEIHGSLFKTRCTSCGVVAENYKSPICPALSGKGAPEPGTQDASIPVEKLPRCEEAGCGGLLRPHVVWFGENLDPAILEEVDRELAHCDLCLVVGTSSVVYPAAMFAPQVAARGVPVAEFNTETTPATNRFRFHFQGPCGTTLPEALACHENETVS
LGR2 antag – inhibitors of bursicon-induced LGR2 CRE-luciferase signal, primary screen, cell-based, HEK293, CRE-luciferase reporter, bursicon stimulation | Drosophila bursicon receptor LGR2 (rickets) | bursicon-stimulated, 4 h | inhibition, % at 9.99 µM | 380,000 tested, 0.35% active;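 active = drop in luminescence signal, shown as inhibition above about 50% in the replicate tests, limit read from the data, passing the limit was not always enough; inconclusive = probably only some replicates passing the limit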;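 also: agonist challenge used bursicon conditioned medium at about half maximal strength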
DENV2 CPE – inhibitors of DENV2 cytopathic effect, primary screen, cell-based, plate reader, single concentration; DENV2-infected cells, cytopathic effect rescue; AID 651640, 2012; 350,000 tested, 1.7% active; CPE inhibition, % at 9.99 µM; in the data active = CPE inhibition above about 20%, passing the limit was not always enough; inconclusive = no clear call, values can overlap the other calls; tested in BHK-21 cells;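 also: 0% = median of neutral control wells and 100% = median of positive control wells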
PAX8 reporter – inhibitors of PAX8-driven TPO luciferase reporter, primary screen, RMG-I cells, single concentration; SteadyGlo, 24 h; 360,000 tested, 1.2% active; AID 652154, 2013; inhibition, % at 12.6 µM;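 active = mean replicate inhibition at least 60% with every replicate also reaching 60%; inconclusive = only one of the two criteria is met; inactive = mean below 60% and not all replicates reaching 60%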;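 also: luciferase light reporting Pax8 driven TPO promoter activity; plate controls were median of neutral control wells for no effect and mitoxantrone controls for full effect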
ARNT-TACC3 inh – disruptors of ARNT/TACC3 protein interaction, primary screen, biochemical, AlphaScreen, single concentration | Transforming acidic coiled-coil-containing protein 3 (Homo sapiens), Q9Y6A5 | AlphaScreen His-ARNT PAS-B/GST-TACC3 binding, luminescence; TACC3 fragment carries E629A point mutation | inhibition, % at 9.99 µM | 390,000 tested, 0.66% active;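 active = mean inhibition of replicates at least 50% and at least half of replicates each reaching 50%; inconclusive = half or more replicates reach 50% but mean below 50%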;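 also: 0% = complete ARNT plus TACC3 wells and 100% = ARNT alone without TACC3; many hits fall short of the cut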
Casp6 inh – human caspase-6 inhibitors, primary screen, biochemical, VEID-R110 fluorescence, single point, set 2 | purified caspase-6, Z-VEID-R110 cleavage fluorescence | 350,000 tested, 0.53% active | P55212 | inhibition, % at 12.5 µM | AID 686996, 2013;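 active = mean inhibition across replicates at least about 35%, with every replicate also reaching that limit, limit read from the data; inconclusive = only one of the two criteria met; inactive = neither criterion met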;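 also: 0% = median of neutral control wells and 100% = no fluorescence left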
Target sequence (P55212 24-179 limits assumed): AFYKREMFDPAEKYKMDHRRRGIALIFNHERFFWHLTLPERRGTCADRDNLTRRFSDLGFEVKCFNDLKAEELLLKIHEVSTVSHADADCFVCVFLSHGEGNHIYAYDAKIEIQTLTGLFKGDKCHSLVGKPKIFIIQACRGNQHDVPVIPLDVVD
Target sequence (P55212 194-293 limits assumed): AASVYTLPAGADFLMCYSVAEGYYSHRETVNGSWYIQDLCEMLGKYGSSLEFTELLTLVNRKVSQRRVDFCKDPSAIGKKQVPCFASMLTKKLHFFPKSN
Numbers without * were called inactive; u = inconclusive; x = not tested or not shown; & = joins results of further samples.

SMILES	EWS-Fli inh	SIRT5 block	LGR2 antag	DENV2 CPE	PAX8 reporter	ARNT-TACC3 inh	Casp6 inh
C[C@@H]1CCCCO[C@@H](CN(C)Cc2ccc(C(=O)O)cc2)[C@@H](C)CN([C@@H](C)CO)C(=O)c2cc(NS(=O)(=O)c3cn(C)cn3)ccc2O1	-10.1	x	4.9	15.7	-4.6	-0.8	x
CCCCNc1c(-c2ccc(OC)c(Sc3ccc(OC)cc3)c2)nc2cnccn12	20.2	x	-13.9	-3.8	5.3	-21.9	3.8
O=C(Nc1cccc(F)c1)N1CCCCN2[C@H](CO)[C@@H](c3ccc(C#Cc4cccnc4)cc3)[C@H]2C1	2.3	7.9	23.8	7.8	-24.7	2.4	1.6
O=C(NCC1CCCN1S(=O)(=O)c1cccs1)C(=O)Nc1ccc(F)cc1F (stereo unspecified)	-4.4	1.9	1.0	7.1	-0.6	1.5	-1.4
Cc1ccc(CN2CCN(/N=C/c3ccccc3)CC2)cc1	-0.5	-0.4	-4.6	2.1	14.3	6.7	-0.4
O=C(c1ccccc1)c1ccc(OCCCN2CCCC2)cc1	10.9	-0.4	-19.2	-3.7	-14.8	-2.6	-25.5
Cc1ccc(-c2ccc3c(c2)O[C@@H](CN(C)Cc2ccc(C(=O)O)cc2)[C@H](C)CN([C@H](C)CO)S3(=O)=O)cc1	12.1	3.1	-2.4	-6.8	x	5.0	-0.1
CCOC(CNC(=O)C1CCN(S(=O)(=O)c2ccc3nc4c(c(C(=O)O)c3c2)CCCCC4)CC1)OCC	0.6	0.2	7.1	4.4	-23.1	-1.4	0.0
O=C(O)c1ccccc1NC(=O)C(c1ccccc1)c1ccccc1	7.4	-2.9	-11.3	-7.9	-14.3	-0.9	2.5
COc1ccccc1NC(=O)Nc1ccccc1C(=O)NCCCN1CCOCC1	-2.3	-4.4	-2.5	-0.4	-9.0	-1.3	-2.2
O=C(NN1C(=O)C2C3c4ccccc4C(c4ccccc43)[C@@H]2C1=O)c1ccccc1 (stereo partly specified)	5.5	-0.7	-0.1	-3.7	3.9	-7.0	1.0
Cc1cc(F)ccc1-c1cc(C(=O)NCC2CCCCC2)[nH]n1	-16.4	0.9	-13.9	-2.4	-27.2	x	0.1
COc1ccc(S(=O)(=O)N(C)C[C@H]2Oc3c(NC(=O)c4cc(C)nn4C)cccc3C(=O)N([C@@H](C)CO)C[C@@H]2C)cc1	-1.0	2.6	-1.8	2.8	x	x	-0.7
Cc1cc(O)ccc1NS(=O)(=O)c1ccc2c3c(cccc13)C(=O)N2	8.4	3.7	8.6	5.1	-13.6	6.9	4.7
C[C@H](CO)N1C[C@H](C)[C@@H](CN(C)S(=O)(=O)c2ccc(F)cc2)Oc2c(NC(=O)c3ccncc3)cccc2C1=O	7.0&-5.5	-7.4	3.2&19.9	2.2	-15.0&-33.3	-3.2&1.8	-1.5
COc1ccc(NC(=O)N(C)C[C@@H]2Oc3ncc(C4=CCCC4)cc3C(=O)N([C@H](C)CO)C[C@H]2C)cc1	-2.5	-0.6	-17.5	u	x	-1.0	2.2
CN1C(=O)c2cc(NS(=O)(=O)c3ccc(Cl)cc3)ccc2OC[C@@H]2O[C@@H](CC(=O)N3CCc4ccccc4C3)CC[C@H]21	8.3	7.6	-0.1	9.9	33.2	4.7	-2.1
CNC[C@H]1Oc2cc(C#CC(C)(C)O)ccc2S(=O)(=O)N([C@@H](C)CO)C[C@@H]1C	0.5	-2.1	2.2	29.3*	x	-2.5	1.7
Cc1ccc(C(CNS(=O)(=O)c2cc(F)ccc2F)N2CCN(C)CC2)cc1 (stereo unspecified)	-2.5	1.0	1.4	-1.1	-17.6	-2.3	-7.3
CCN1C(=O)[C@H]2[C@@H](c3ccc(-c4cccc(Cl)c4)c(OC)c3)N[C@@](CC(C)C)(C(=O)OC)[C@H]2C1=O	10.1	24.9*	0.9&-8.5	-16.1	17.5	2.6	-0.8&0.5
Cc1ccc(S(=O)(=O)N2C[C@H]3[C@H]4C(=O)N(c5ccccc5)C(=O)[C@H]4C[C@H](OC(=O)NCc4ccco4)[C@@]3(O)C2)cc1	-13.7	-1.2	29.9	15.3	-7.5	x	0.2
O=c1[nH]c(CN2CCCC2)nc2sc3c(c12)CCC3	0.9	-0.5	30.6	3.7	-4.3	3.9	3.9
CCOc1ccc(NC(=O)c2cc([N+](=O)[O-])ccc2N2CCOCC2)cc1	-10.1	2.0	-12.6	15.8	8.6	37.6	0.6
Cn1c(=O)c2nc(SCc3ccccc3)n(C)c2n(C)c1=O	3.7	x	-7.2	x	-22.2	0.5	4.8
COc1ccc(C)cc1NC(=O)CCC(=O)Nc1nnc(C2CCCCC2)s1	0.1	3.5	-10.5	-5.6	-12.0	-11.4	-3.1

(cont.)
SMILES	EWS-Fli inh	SIRT5 block	LGR2 antag	DENV2 CPE	PAX8 reporter	ARNT-TACC3 inh	Casp6 inh
C[C@@H]1CN([C@H](C)CO)C(=O)c2cc(-c3cncnc3)cnc2O[C@H]1CN(C)Cc1ccc(Oc2ccccc2)cc1	47.7	x	14.9	x	-5.9	x	x
COc1ccc(C#Cc2cccc(-c3nc(C(=O)NCCCN4CCOCC4)cc4c3[C@H](CCO)N(S(=O)C(C)(C)C)C4)c2)cc1OC (stereo partly specified)	1.2	-3.8	-0.4	-3.2	15.3	x	-1.2
CCN1CCCc2cc(CN(CCN3CCOCC3)C(=S)Nc3cccc(C)c3)ccc21	-76.1	9.6	2.8	5.4	-28.4	32.8	0.5
CSCCC(NC(=O)c1ccco1)C(=O)NCCc1ccc(Cl)cc1 (stereo unspecified)	12.3	x	13.2	-1.5	-1.5	-5.0	2.3
CCc1nnc(NC(=O)CSc2n[nH]c(-c3ccccc3O)n2)s1	5.3	0.1	28.1	x	-8.4	-1.3	2.4
Cc1cccc(C2c3[nH]c4ccccc4c3CCN2C(=O)c2noc3c2CCCC3)n1 (stereo unspecified)	6.1	-0.1	3.6	x	6.9	4.1	0.4
CCC(=O)N(CC)C[C@@H]1[C@@H](c2ccc(-c3ccccc3)cc2)[C@@H](CO)N1C(C)=O	x	-0.8	11.8	7.7	x	x	-6.9
Cc1cc(C)nc(N2CCCC(C(=O)NCCc3ccccc3F)C2)n1 (stereo unspecified)	-1.1	4.0	-4.0	-3.0	x	0.0	2.1
O=C(Nc1nnc(S(=O)(=O)N2CCCC2)s1)c1ccccc1Br	-3.5	2.6	-11.2	5.3	-30.9	-4.8	-0.6
COc1ccc(S(=O)(=O)N(C)C[C@H]2OCCCC[C@@H](C)Oc3ccc(NS(=O)(=O)c4ccc(Cl)cc4)cc3C(=O)N([C@H](C)CO)C[C@@H]2C)cc1	-8.2	0.8	8.1	11.0	7.5	x	1.7
O=C(CN1CCN(Cc2ccccc2F)C1=O)NC1CCCC1	5.8	0.3	-7.2	12.5	-1.5	-3.3	1.7
C[C@@H]1CN([C@@H](C)CO)C(=O)Cc2cc(NC(=O)Nc3ccccc3)ccc2O[C@@H]1CN(C)S(=O)(=O)c1cn(C)cn1	-9.0	-5.7	4.2	8.4	-25.5	-13.0	0.1
C[C@H](CO)N1C[C@H](C)[C@@H](CN(C)C(=O)Nc2ccc(C(F)(F)F)cc2)OCCCC[C@H](C)Oc2ccc(NC(=O)C3CCCCC3)cc2C1=O	-3.4	4.9	-26.6	86.9*	25.5	-2.7	-2.1
CCN(c1ccc(NC(=O)COC(=O)c2cc3ccccc3oc2=O)cc1)C(C)C	-0.4	x	4.4	-7.7	-4.2	x	-0.3
CC(=O)c1ccc(Oc2nc(-c3cccnc3)nc3ccccc23)cc1	4.5	-0.6	21.5	1.3	0.1	-3.8	1.2
Clc1ccccc1OCCCCN1CCCC1	-0.1	-1.3	-1.9	-1.0	x	0.3	-27.8
CC1=CC=CC2=NC(=O)CC(C)(C(=O)N(CC(=O)NC3CCCC3)c3ccc(F)cc3)N12 (stereo unspecified)	x	-14.5	5.8	-1.4	0.3	-2.8	2.4
N#CCCN(Cc1cccnc1)C(=S)NC(=O)c1ccc(S(=O)(=O)N2CCCC2)cc1	-8.3	-0.4	3.5	-10.0	1.5	1.2	0.3
CCC(=O)Nc1ccc(Cl)c(NC(=O)C(C)C)c1	-4.4	-3.3	11.6	-4.9	x	-3.2	-2.4
CCOC(=O)C1CCCN(S(=O)(=O)c2c(C)[nH]c(C)c2C(=O)N2CCCC2)C1 (stereo unspecified)	x	-3.9	2.9	16.7	-7.2	-3.2	3.4
COc1ccc(CN(C(=O)c2cc(=O)c3cc(C)cc(C)c3o2)C2CCS(=O)(=O)C2)cc1 (stereo unspecified)	6.9	-1.1	2.4	5.8	-29.7	0.4	0.5
Cc1ccc(NC(=O)Cc2ccc3c(c2)OCCO3)cc1S(=O)(=O)N1CCCCC1	4.3	-0.4	6.7	-1.1	19.4	-5.0	-3.0
O=C(c1cnn2c(C(F)F)cc(-c3ccccc3)nc12)N1CCN2CCCC2C1 (stereo unspecified)	x	-2.9	-9.8	x	x	-1.0	-0.9
CC(=O)c1cccc(NC(=O)c2cc(-c3ccncc3)nc3ccccc23)c1	-1.8	-4.6	-15.4	u	0.1	-14.9	1.1
CCOc1ncccc1C(=O)N1CCN(c2cccc(C)c2C)CC1	u	-1.0	-17.0	-10.2	63.1*	x	12.0

Going on with the list.
SMILES	EWS-Fli inh	SIRT5 block	LGR2 antag	DENV2 CPE	PAX8 reporter	ARNT-TACC3 inh	Casp6 inh
C[C@H]1CN([C@@H](C)CO)S(=O)(=O)c2ccc(C#Cc3ccc(F)cc3)cc2O[C@@H]1CN(C)S(=O)(=O)c1cn(C)cn1	13.5	2.5	x	-7.5	2.5	5.3	1.9
CN(C)S(=O)(=O)c1ccc(/C(O)=C2/C(=O)C(=O)N(CCN3CCCCC3)C2c2cccnc2)cc1 (stereo unspecified)	4.2	-4.5	-1.1	-3.8	-3.3	0.0	-7.7
CCn1c(CNc2ccc(C(=O)O)cc2)nc2ccccc21	11.2	-2.7	8.0	x	x	7.8	0.7
Cc1cc([N+](=O)[O-])cc2c1NC(c1ccccn1)C1CC=CC21 (stereo unspecified)	9.0	-2.1	-3.8	0.1	5.0	5.3	4.7
C[C@H]1CN([C@@H](C)CO)C(=O)c2cc(NC(=O)c3ccncc3)ccc2O[C@H]1CN(C)C(=O)Nc1cccc2ccccc12	-5.4	7.9	-2.9	9.9	8.0	0.4	0.1
CC1=C(C(=O)Nc2ccc(C)cn2)C(c2cnn(C)c2)C2=C(CCCC2=O)N1 (stereo unspecified)	-2.0	-1.6	5.1	9.1	2.0	-0.3	-2.7
CCCCc1c(O)nc(SCC(=O)Nc2cccc3ccccc23)n(-c2ccccc2OC)c1=O	7.8	-1.6	5.7	2.3	15.8	-2.7	-2.2
OCCN(CCO)c1ccc2ccccc2c1	-10.5	-20.4	20.5	19.0	4.8	7.8	0.1
NC(=O)NC(CC(=O)Nc1cccnc1)c1cccc(Br)c1 (stereo unspecified)	3.5	x	-2.3	-0.1	-2.6	20.8	-1.0
CN(C)S(=O)(=O)c1ccc(N2CCCC2)c(C(=O)NC2CCCCC2)c1	1.8	-1.4	-6.3	16.3	-12.9	0.4	1.1
CCOC(=O)C=Cc1ccc(C(=O)OCC)[nH]1	3.6	5.3	-43.8	-1.2	-4.6	x	x
COc1ccc(C(=O)NCC(=O)OCc2c(Cl)cccc2Cl)cc1OC	-9.4	-1.5	-3.5	0.0	-11.5	2.0	-2.8

An excerpt of these results, as comma-separated lines.
smiles,EWS-Fli inh,SIRT5 block,LGR2 antag,DENV2 CPE,PAX8 reporter,ARNT-TACC3 inh,Casp6 inh
Cc1cc([N+](=O)[O-])cc2c1NC(c1ccccn1)C1CC=CC21 (stereo unspecified),9.0,-2.1,-3.8,0.1,5.0,5.3,4.7
C[C@H]1CN([C@@H](C)CO)C(=O)c2cc(NC(=O)c3ccncc3)ccc2O[C@H]1CN(C)C(=O)Nc1cccc2ccccc12,-5.4,7.9,-2.9,9.9,8.0,0.4,0.1
